High-throughput results deposited in PubChem by National Center for Advancing Translational Sciences (NCATS).
HepG2 viability = kills HepG2 cells in TGF-b inhibitor counter-screen. HepG2 CAGA-GFP viability, ATP luminescence, 18 h. Potency, µM (series often up to 46.1 µM), inactives show at the top dose activity change, negative = cytotoxicity, hits mostly cytotoxic. actives 0.76% (n = 410,000); note: potency is the fitted concentration of half-maximal effect; some results filed as inactive show a strong effect at the top dose
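HepG2 CAGA-GFP cells (1000/well, DMEM with 1% FBS) received compound, then TGF-beta at 500 pg/mL final, and were incubated 18 hours at 37 degrees C. Viability was read by CellTiter-Glo luminescence. Media-only wells were set as complete cell-killing and DMSO as no toxicity.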
A549 tox = kills or reduces viability of A549 cells in Nrf2 counter-screen; actives 0.16% (n = 390,000); A549 ARE-Fluc cells, CellTiter-Fluor viability, 18-24 h; AID 504648; Potency, µM (doses to about 46 µM), for the others: at the highest dose activity change, negative = cytotoxicity, most hits filed as inhibitors; note: potency is the fitted concentration of half-maximal effect; % is set by controls: 0 for no effect and ±100 for the full control effect
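A549 ARE_Fluc cells in 5% FBS OPTI-MEM were exposed to compounds in concentration-response for 18-24 h at 37 deg C. Viability was read by CellTiter-Fluor fluorescence (Ex 405/Em 525) after 30 min, before the luciferase read.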
ATXN viability = viability counter-screen for ATXN expression inhibitors. S2 cells (HEK-293 line with an ATXN2-luciferase reporter) viability, CellTiter-Fluor protease fluorescence, 24 h. Potency, µM (titrated, usually from 56.7 µM), most hits filed as cytotoxic. actives 0.49% (n = 400,000); note: potency is the fitted concentration of half-maximal effect; nearly all actives have a fitted effect of over 40% in size
ATXN2 expr inh = inhibitors of ATXN2 expression; HEK-293 ATXN2-luciferase reporter, luminescence, 24 h; Potency, µM (doses to about 57 µM), without a hit: at the top dose activity change, negative = inhibition, hits mostly inhibitors; actives 0.72% (n = 360,000); note: potency is the fitted concentration of half-maximal effect; % is set by controls: 0 for no effect and ±100 for the full control effect; nearly all actives have a fitted effect of over 55% in size
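ATXN2-luciferase reporter cells (luciferase flanked by upstream and downstream ATXN2 gene portions) were treated 24 h at 37 °C with compounds at up to 57 uM. SteadyGlo luminescence gave expression; GF-AFC fluorescence gave viability.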
Nrf2 activator = activates Nrf2 signaling. actives 0.31% (n = 410,000). Potency, µM (highest dose often 46.1 µM), for the others: at the highest dose activation, most hits filed as activators. AREc32 ARE-luciferase reporter (MCF7-derived line), luminescence, 24 h; note: potency is the fitted concentration of half-maximal effect; % of control where 0% means no effect; nearly all actives have a fitted effect of over 65% in size
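Nrf2 activation is followed as ARE-luciferase induction in the AREc32 line after one day of compound treatment; luminescence is read with Steady-Glo.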
MCF10A rerep = induces DNA re-replication in MCF 10a normal breast cells; Potency, µM (top dose mostly 46.1 µM), for the others: at the highest dose activity, positive = re-replication, usual class: activators; actives 2.9% (n = 350,000); MCF 10A DNA re-replication, Hoechst nuclear intensity, 48 h; note: potency is the fitted concentration of half-maximal effect; % of control where 0% means no effect; nearly all actives have a fitted effect of over 50% in size
IL1B secr inh = inflammasome signaling inhibition, IL-1 beta readout. activity change, % at 57.5 µM. actives 4.7% (n = 360,000). THP-1 LPS/ATP IL-1B secretion, AlphaLISA, 16 h; stronger effect = lower value; in the data active = activity change below about -50%; inconclusive = mostly about -30% to -49%; note: % is set by controls: 0 for no effect and ±100 for the full control effect
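THP-1 cells pretreated 1 hr with compounds (up to 57.5 uM final), then stimulated with LPS (250 ng/mL final) plus ATP (1.25 mM final); secreted IL-1B measured by AlphaLISA after 16 hr, decreased signal indicating inhibition.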
Nrf2 block = inhibitors of Nrf2 signaling. A549 ARE-Fluc reporter, luciferase luminescence, 18-24 h. Potency, µM (top dose mostly 46 µM), for the others: at the highest dose activity change, negative = inhibition, usual class: inhibitors. actives 2.1% (n = 360,000). AID 504444; note: potency is the fitted concentration of half-maximal effect; % is set by controls: 0 for no effect and ±100 for the full control effect; nearly all actives have a fitted effect of over 60% in size
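Concentration-response testing used A549 ARE_Fluc cells at 5000 cells/well. Following an 18-24 h compound incubation, viability was read by fluorescence (Ex 405/Em 525) and luciferase output by luminescence.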
TGFb inhibitor = TGF-b pathway inhibition | HepG2 CAGA-GFP TGF-b/SMAD3 reporter, GFP fluorescence, 18 h; TGF-beta stimulated, 500 pg/mL final | actives 1.2% (n = 410,000) | Potency, µM (series often up to 46.1 µM), for inactives: top-dose activity, negative = inhibition, actives largely listed as inhibitors; note: potency is the fitted concentration of half-maximal effect; % is set by controls: 0 for no effect and ±100 for the full control effect; nearly all actives have a fitted effect of over 65% in size
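TGF-beta reporter screen: HEPG2 CAGA-GFP, 1% FBS, 500 pg/mL TGF-beta final, 18 h; per-cell GFP summed per well; curves fitted and categorized by class.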
* hit, by the source's call; i = inactive; u = inconclusive; x = no result given; [ ] = dose if it differs, or a comment. Unless noted, calls come from the whole dose curve; as a rule, active = well fitted curve in the direction sought with a large enough effect; inconclusive = small, poorly fitted or top-dose-only effect, or another doubt; inactive = no such curve, though single readings can be large; an effect the other way counts as inactive or inconclusive.

No.	canonical_smiles	IL1B secr inh	MCF10A rerep	Nrf2 activator	Nrf2 block	ATXN viability	ATXN2 expr inh	A549 tox	HepG2 viability	TGFb inhibitor
1	CCCC12CN3CC(C)(CN(C1)C3c1ccc(CC)cc1)C2=O (stereo unspecified)	x	x	1.3%	21.3%	i	-1.2%	0.2%	8.8%	1.8%
2	Clc1ccc(C(c2nnnn2CCc2ccccc2)N2CCSCC2)cc1 (stereo unspecified)	u	9.6%	0.6%	u	i	-27.7%	-17.8%	2.6%	-4.2%
3	CC(=O)N(C(C)=O)c1ncn(C)c1S(=O)(=O)Nc1ccccc1	13.6	-3.0%	2.2%	-1.7%	u	-2.8%	-7.1%	-1.2%	-2.2%
4	CNS(=O)(=O)c1cccc(C(=O)NCC2CCCCC2)c1	-8.1	2.0%	-0.4%	2.0%	i	7.1%	-0.3%	-11.8%	4.0%
5	CCOc1cc(/C=C2/NC(=O)N(CC(=O)OC)C2=O)ccc1O	9.3	-0.3%[9.22 µM]	13.7%	u	i	17.0%	-23.2%	0.0%	22.9%
6	Oc1ccc(N=Nc2cccc(C(F)(F)F)c2)cc1C=Nc1ccc(N2CCOCC2)cc1	41.7	5.8µM*	5.5%	0.1%	i	-20.8%	-0.7%	-21.2%	-1.7%
7	COc1ccc2c(c1)CCc1cnc(N)nc1-2	u	4.9%	0.8%	u	i	-6.8%	-3.7%	7.6%	33.1%[activator]
8	CC1CCN(C(=O)CN(c2ccc3c(c2)OCO3)S(C)(=O)=O)CC1	-5.0	3.6%	-0.3%	3.6%	i	0.3%	-0.1%	1.4%	-21.0%
9	O=C(Nc1nc2ccccc2s1)c1ccc2c(c1)OCO2	-1.3	u	-1.9%	u	i	-39.5%	9.7%	-33.7%	0.0%
10	CC1CN(C(=O)Nc2ccc(C(=O)NCCc3ccccc3)cc2)c2ccccc2S1 (stereo unspecified)	x	x	4.8%	16.7%	i	48.3%[activator]	-0.5%	-21.8%	-11.2%
11	Cc1cc2ncn(C(=O)N3CCCCC3)c2cc1C	-12.1	-3.9%	-0.2%	u	i	38.4%[activator]	-2.9%	-2.3%	0.2%
12	Cn1cc(CN2CCN(Cc3ccccc3)C(CCO)C2)c(-c2ccccc2)n1 (stereo unspecified)	3.4	4.5%	0.1%	4.5%	i	x	u	-2.0%	6.1%
13	COc1cc2c(C#CCCO)c(-c3ccc(C#N)cc3)oc(=O)c2cc1OC	0.3	6.51µM*	4.6%	-9.3%	x	-5.9%	1.8%	-5.2%	u
14	NC(=O)CNC(=O)[C@@H]1CC2(CC(c3cccc([N+](=O)[O-])c3)=NO2)CN1C(=O)c1ccccc1 (stereo partly specified)	39.1	-4.1%	-0.2%	8.6%	i	5.2%	9.9%	-7.2%	-7.5%
15	O=C(/C=C/c1cccc([N+](=O)[O-])c1)Nc1cccc(NC(=O)c2cccs2)c1	-59.5*	15.8%	0.2%	u	i	-32.9%	-12.4%	-13.4%	-10.0%

Structures listed above that bear a hit mark in IL1B secr inh:
item	SMILES	IL1B secr inh	Nrf2 activator	TGFb inhibitor
15	O=C(/C=C/c1cccc([N+](=O)[O-])c1)Nc1cccc(NC(=O)c2cccs2)c1	-59.5*	0.2%	-10.0%

Going on with the list:
No.	canonical_smiles	IL1B secr inh	MCF10A rerep	Nrf2 activator	Nrf2 block	ATXN viability	ATXN2 expr inh	A549 tox	HepG2 viability	TGFb inhibitor
16	COc1ccc2[nH]c3c(c2c1)CCN1C(=O)N([C@@H](C)C(=O)NCC2CCCO2)C(=O)[C@]31C (stereo partly specified)	7.7	4.0%	-0.3%	-2.7%	i	8.5%	1.5%	1.0%	9.4%
17	CCOc1ccc(C2C(=O)N(C3CCCCCC3)CC(=O)N2CCc2ccc(Cl)cc2)cc1OC (stereo unspecified)	x	x	-0.5%	x	x	x	-10.5%	-3.0%	5.0%
18	N=C1SC(c2ccccc2)C(=O)N1c1ncc(Cc2ccccc2)s1 (stereo unspecified)	4.5	u	23.7%	0.6%	u	u	0.9%	5.8%	u
19	Cc1c(C(=O)NCc2ccc3c(c2)OCCO3)sc(=O)n1Cc1ccc(S(=O)(=O)N(C)C)cc1	-14.2	x	0.4%	x	i	-15.0%	x	-15.2%	u
20	COc1ccc(CC(=O)NNC(=O)COc2ccc(C)cc2)cc1S(=O)(=O)N1CCOCC1	10.6	-0.6%	0.4%	1.2%	i	4.1%	4.6%	15.0%	8.0%
21	COc1cc(C(=O)NC(=S)Nc2nccs2)cc(OC)c1OC	-29.1	-0.1%	-0.3%	u	i	8.5%	1.6%	-16.7%	-8.2%
22	CCN(c1ccccc1)S(=O)(=O)c1ccc2ccccc2c1	6.9	u	0.4%	-11.0%	i	6.3%	5.5%	-52.7%	-1.9%
23	CCc1nc2c(OCc3ccccc3C)cccn2c1N(C)C(=O)C1CC1	-1.2	x	3.9%	x	i	0.3%	x	-1.7%	2.2%
24	Cc1cccc(C(C)C)c1NC(=O)CN1C(=O)NC2(CCc3ccccc32)C1=O (stereo unspecified)	11.3	1.8%	0.4%	3.0%	i	2.0%	-1.1%	-28.2%	-12.9%
25	NC(=O)c1ccccc1NC(=O)/C=C/c1ccc(Cl)cc1	-14.4	18.4%	3.1%	-19.6%	i	19.4%	0.1%	-31.7%	-2.6%
26	COc1cc(CCc2ccc3c(c2)OCO3)oc(=O)c1	u	-3.7%	0.4%	6.7%	i	15.2%	-4.2%	-19.3%	8.4%
27	O=C(CCCC(=O)N1CCN(c2ccccc2F)CC1)N1CCN(c2ccccc2F)CC1	-2.5	-2.8%	0.0%	-5.5%	i	-18.0%	-0.2%	0.0%	0.0%
28	Cc1cc(C)n(C(=O)c2cc(F)c(F)cc2C)n1	2.1	3.5%	0.0%	10.2%	i	0.2%	-6.8%	-4.6%	-17.8%
29	CC1CCC(NC(=O)c2cccn2C)CC1 (stereo unspecified)	-11.0	-0.8%	0.8%	u	i	2.4%	-2.8%	-8.7%	0.0%
30	Cc1nn(-c2ccccc2)c(Cl)c1C(=O)NCC(C)c1ccccc1 (stereo unspecified)	-5.7	u	4.2%	u	i	5.1%	14.5%	-10.9%	-3.3%

New compounds follow:
No.	canonical_smiles	IL1B secr inh	MCF10A rerep	Nrf2 activator	Nrf2 block	ATXN viability	ATXN2 expr inh	A549 tox	HepG2 viability	TGFb inhibitor
31	Cc1cc(C)n2c(SC(C)C(=O)NC3(C#N)CCCCC3)nnc2n1 (stereo unspecified)	-4.0	u	-0.5%	0.9%	i	1.3%	-6.8%	3.4%	0.1%
32	CCOC(=O)c1nn(-c2ccccc2)c(-c2ccccc2)c1C(=O)c1ccccc1	6.0	u	-0.7%	-25.2%	i	3.3%	-5.6%	13.3%	u
33	CCCn1cnc2c(SCc3ccccn3)nc(N)nc21	-3.4	-0.9%	1.6%	-3.7%	i	5.3%	9.5%	-3.4%	13.4%
34	CCC(=O)Nn1c(C2CCC2)nc2ccccc2c1=O	11.5	-12.6%	-0.7%[9.22 µM]	5.6%	i	3.4%	-3.2%	-0.1%	3.2%
35	O=C(CSc1n[nH]c(-c2ccccc2Cl)n1)NC1CCCCC1	-17.5	u	2.0%	13.4%	i	-80.7%	14.3%	0.2%	-22.3%
36	O=C(NC1CCCCC1)C1c2ccccc2OCC(=O)N1CC(F)(F)F (stereo unspecified)	33.8	x	0.3%	x	i	-5.4%	x	x	x
37	O=C(NC1CC1)C1CCN(C(=O)c2ccc(Cl)cc2Cl)CC1	-1.2	-5.5%	-0.5%	u	i	-7.5%	0.6%	-2.8%	-1.1%
38	CCc1c(C(=O)Nc2ccc(OC)c(Cl)c2)[nH]c(C)c1C(C)=O	-4.7	12.2%	2.0%	3.5%	u	45.0%[activator]	-6.1%	-29.7%	-1.6%
39	COc1ccc(C(=O)n2cc(C(=O)c3cc(C)ccc3O)cn2)cc1OC	0.0	5.5%	-0.1%	-9.8%	i	-5.6%	-3.6%	14.0%	0.1%
40	COCCCNC(=O)CS(=O)Cc1nc(-c2cccc(OC)c2)oc1C (stereo unspecified)	24.5	-1.5%	-0.1%	-8.5%	x	x	-0.8%	-0.8%	0.0%
41	Cc1cccc(C)c1NS(=O)(=O)c1c(C)[nH]c(=O)[nH]c1=O	10.2	-180.9%[0.0737 µM]	0.2%	4.9%	i	-10.7%	-3.0%	-2.6%	-4.4%
42	Fc1ccc(-n2ncc3c(NCCCN4CCOCC4)ncnc32)cc1	x	x	8.0%	x	i	33.5%[activator]	15.9%	-9.0%	-28.5%
43	Cc1c(Cl)cccc1NC(=S)N(CCN(C)C)C(C)c1ccccn1 (stereo unspecified)	-15.8	-0.1%	0.4%	-2.3%	u	-2.7%	-1.4%	2.3%	-16.2%
44	CCN(CC)S(=O)(=O)c1ccc2c(c1)nc(SCC(=O)NCC1CCCO1)n2CC (stereo unspecified)	-6.8	1.0%	-1.0%	-7.5%	u	1.3%	1.9%	8.3%	22.8%

Record cards (already shown). Values in the order: IL1B secr inh	MCF10A rerep	Nrf2 activator	Nrf2 block	ATXN viability	ATXN2 expr inh	A549 tox	HepG2 viability	TGFb inhibitor
Cc1c(Cl)cccc1NC(=S)N(CCN(C)C)C(C)c1ccccn1 (stereo unspecified) as listed: -15.8	-0.1%	0.4%	-2.3%	u	-2.7%	-1.4%	2.3%	-16.2%
CCOC(=O)c1nn(-c2ccccc2)c(-c2ccccc2)c1C(=O)c1ccccc1 as listed: 6.0	u	-0.7%	-25.2%	i	3.3%	-5.6%	13.3%	u
COc1ccc(C(=O)n2cc(C(=O)c3cc(C)ccc3O)cn2)cc1OC as listed: 0.0	5.5%	-0.1%	-9.8%	i	-5.6%	-3.6%	14.0%	0.1%
CCC(=O)Nn1c(C2CCC2)nc2ccccc2c1=O as listed: 11.5	-12.6%	-0.7%[9.22 µM]	5.6%	i	3.4%	-3.2%	-0.1%	3.2%

The order is random. About 8.8% of those tested had a hit in this group.
